RECQ1 inh – blocks DNA unwinding by human RECQ1. P46063. RECQ1 DNA unwinding, red fluorescence kinetic read. Potency, µM (top dose mostly 57.3 µM), for the others: at the highest dose activity, negative = inhibition, hits mostly inhibitors. AID 2549. 240,000 compounds, 0.54% hits;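 also: plate controls were vehicle for no effect and no enzyme for full effect; nearly all actives have a fitted effect of over 30% in size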
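RECQ1T1 50 nM; forked duplex (20 bp + 30-nt ss tails) 200 nM, ATP 2 mM final; pH 8.0, 2 mM MgCl2, 2.5 ug/ml poly(dI-dC); 15 min compound preincubation; discontinuous kinetic read over 2 h at RT.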
TRb SRC2 PPI – TRbeta-SRC2 interaction inhibition; P10828; TRbeta-SRC2 peptide binding, fluorescence polarization; receptor liganded with 1 µM T3; Potency, µM (doses to about 106 µM), for the others: at the highest dose activity change, negative = inhibition, hits mostly inhibitors; 280,000 compounds, 0.065% hits;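 also: plate controls were bound peptide for no effect and peptide without receptor for full effect; nearly all actives have a fitted effect of over 50% in size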
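Human TRb LBD (0.6 uM) plus Texas Red-labeled SRC2 peptide (20 nM), 1uM T3, 5% DMSO, 5 hr at ambient temperature. Decreased polarization (555/632 nm) flags inhibition; data normalized to free and bound peptide controls.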
Tau FP inhib – blocks human tau fibril formation measured by polarization; P10636; Potency, µM (titrated, usually from 57.7 µM), for the others: at the highest dose activity, negative = inhibition, most hits filed as inhibitors; K18 P301L tau heparin fibrillization, Alexa594 FP, 6 h; 280,000 compounds, 0.39% hits; also: % is scaled to controls: 0 for no effect and ±100 for the full control effect; nearly all actives have a fitted effect of over 55% in size
Target sequence (P10636 561-689 P618L limits assumed): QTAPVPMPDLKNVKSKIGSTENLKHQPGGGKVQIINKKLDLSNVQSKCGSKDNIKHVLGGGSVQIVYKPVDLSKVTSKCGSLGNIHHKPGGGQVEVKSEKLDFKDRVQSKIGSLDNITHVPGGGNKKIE
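Compound effects on tau fibrillization are measured by Alexa 594 fluorescence polarization (ex 555, em 632 nm). K18 P301L tau is used at 15 uM with 0.24 uM labeled tracer, and 20 uM heparin induces aggregation over 6 hr at 37 C.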
L3MBTL1 inh – blocks human L3MBTL1. Q9Y468. AlphaScreen L3MBTL1–H3K9me1 peptide binding. Potency, µM (highest dose often 57.1 µM), for inactives: top-dose activity, negative = inhibition, actives largely listed as inhibitors. 230,000 compounds, 0.66% hits. AID 485360; also: % is scaled to controls: 0 for no effect and ±100 for the full control effect; nearly all actives have a fitted effect of over 60% in size
Target sequence (Q9Y468 whole entry, looked up): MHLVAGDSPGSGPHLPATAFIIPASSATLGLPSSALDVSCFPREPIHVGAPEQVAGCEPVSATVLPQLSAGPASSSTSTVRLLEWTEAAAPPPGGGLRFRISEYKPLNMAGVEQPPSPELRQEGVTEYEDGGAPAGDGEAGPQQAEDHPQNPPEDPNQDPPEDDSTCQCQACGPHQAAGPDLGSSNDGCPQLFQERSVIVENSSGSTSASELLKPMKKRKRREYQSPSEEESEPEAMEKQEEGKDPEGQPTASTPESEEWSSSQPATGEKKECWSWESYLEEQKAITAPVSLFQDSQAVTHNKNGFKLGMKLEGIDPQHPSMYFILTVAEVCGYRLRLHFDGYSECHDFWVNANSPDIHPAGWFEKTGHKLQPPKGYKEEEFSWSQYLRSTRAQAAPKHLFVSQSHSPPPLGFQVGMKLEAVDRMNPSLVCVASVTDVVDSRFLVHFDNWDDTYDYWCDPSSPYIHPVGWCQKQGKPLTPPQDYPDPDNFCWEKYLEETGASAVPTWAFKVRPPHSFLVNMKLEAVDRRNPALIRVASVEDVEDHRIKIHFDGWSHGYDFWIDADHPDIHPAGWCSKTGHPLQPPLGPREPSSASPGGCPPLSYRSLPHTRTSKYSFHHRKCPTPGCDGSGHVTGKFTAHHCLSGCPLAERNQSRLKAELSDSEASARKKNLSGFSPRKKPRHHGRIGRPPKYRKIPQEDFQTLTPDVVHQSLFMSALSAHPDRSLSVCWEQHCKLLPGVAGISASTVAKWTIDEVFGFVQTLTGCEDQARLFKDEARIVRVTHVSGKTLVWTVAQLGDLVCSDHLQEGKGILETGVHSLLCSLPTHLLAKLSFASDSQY
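Read-out is AlphaScreen signal from streptavidin donor and nickel chelate acceptor beads (10 ug/mL final each) bridging L3MBTL1 (50 nM) and biotinylated K9-monomethylated H3(1-15) peptide (75 nM), after 30 min compound exposure at room temperature.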
TexasRed fluor – alters Texas Red total fluorescence, flagging assay interference; Potency, µM (top dose mostly 106 µM), without a hit: top-dose fluorescence change, negative = quenching; AID 1479; TRb/SRC2 Texas Red total fluorescence interference; 280,000 compounds, 0.29% hits; active = well fitted curve in either direction with a large enough effect; inconclusive = small, poorly fitted or top-dose-only effect; also: % is scaled to controls: 0 for no effect and ±100 for the full control effect
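Human TRb ligand-binding domain at 0.6 uM with 20 nM Texas Red SRC2 peptide in Tris buffer containing 1 uM T3 and 5% DMSO, incubated with compound 5 h at ambient temperature. Total fluorescence (555/632 nm) calculated as parallel + 2 × perpendicular.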
Tau fluor cs – counter-screen for tau fibril formation inhibitors | 280,000 compounds, 0.93% hits | AID 1463 | tau K18 P301L Alexa594 fluorescence, heparin fibrillization | Potency, µM (doses to about 57.7 µM), for the others: at the top dose activity change, negative = decrease; also: % is scaled to controls: 0 for no effect and ±100 for the full control effect; nearly all actives have a fitted effect of over 55% in size
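Human K18 P301L tau (15 uM unlabeled plus 0.24 uM Alexa 594-labeled, final) in 100 mM sodium acetate pH 7 was mixed with compound and 20 uM heparin and incubated 6 hr at 37 C.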
HTT ATP protect – Huntington cell model cytoprotection by ATP luminescence; 230,000 compounds, 0.14% hits; AID 1471; Potency, µM (titrated, usually from 56.4 µM), without a hit: cytoprotection (ATP increase), most hits filed as activators; PC12 HTT-Q103 induced, cytoprotection, ATP luminescence, 40 h;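 also: % of control where 0% means no effect; nearly all actives have a fitted effect of over 45% in size; toxic huntingtin expression switched on by the ecdysone agonist tebufenozide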
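Quantitative HTS on tebufenozide-induced (100 nM) PC12 cells expressing HTTQ103 exon 1–GFP; compounds tested as a concentration series; survival measured via cellular ATP.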
Tau fibril ThT – tau fibrillization inhibition (ThT binding). P10636. recombinant tau K18 P301L (four-repeat tau fragment), heparin-induced fibrillization, ThT fluorescence. Potency, µM (doses to about 57.4 µM), for the others: at the top dose activity, negative = inhibition, hits mostly inhibitors. 270,000 compounds, 2.1% hits. AID 1460; also: % is scaled to controls: 0 for no effect and ±100 for the full control effect; nearly all actives have a fitted effect of over 55% in size
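Recombinant human tau K18 fragment […] carrying P301L, 15 uM unlabeled plus 0.24 uM Alexa 594-labeled, was fibrillized with 20 uM heparin in 100 mM sodium acetate pH 7 for 6 hr at 37 C; 30 uM ThT fluorescence read after 1 hr.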
* = called active by the depositor; i = inactive; ? = inconclusive; nt = no result given; [ ] = dose if it differs, or a comment. Unless noted, calls follow the shape of the dose curve; as a rule, active = well fitted curve in the direction sought with a large enough effect; inconclusive = small, poorly fitted or top-dose-only effect, or another doubt; inactive = no such curve, though single readings can be large; an effect the other way counts as inactive or inconclusive. Potency is read from the fitted curve at half-maximal effect. Not all compounds are listed; rates above refer to the full screens.

1. CC(Oc1ccc(Cl)cc1)c1ccn[nH]1 (centres undefined)
2. O=C(CSc1nc2c(c(=O)n1-c1ccc(Br)cc1)SCC2)NCC1CCCO1 (centres undefined)
3. O=C(c1ccc2c(c1)N(Cc1ccc(Cl)cc1)C(=O)c1ccccc1S2(=O)=O)N1CCC(Cc2ccccc2)CC1
4. Cc1cc2ccccc2n1CCNC(=O)c1cccc(Br)c1
5. O=C1c2ccccc2C(O)N1c1cccnc1 (centres undefined)
6. COc1ccc(N2C(=O)C(CC(=O)Nc3ccccc3)N(CCc3ccc(OC)c(OC)c3)C2=O)cc1 (centres undefined)
7. O=S(=O)(c1cccc(-c2nnc(-c3cccnc3)o2)c1)N1CCCCC1
8. O=C(CC1Sc2ccccc2NC1=O)OCc1cc(=O)oc2cc(O)ccc12 (centres undefined)

screen / no. | 1 | 2 | 3 | 4 | 5 | 6 | 7 | 8
RECQ1 inh | -2% | 1% | nt | nt | -9% | i | -4% | -7%
TRb SRC2 PPI | 3% | -11% | -5% | 0% | 1% | 8% | 1% | 8%
Tau FP inhib | -7% | 4% | -8% | 8% | -4% | -1% | -3% | -11%
L3MBTL1 inh | ? | -23% | nt | nt | -1% | nt | 4% | ?
TexasRed fluor | -4% | -3% | -1% | -1% | -2% | -1% | 0% | 0%
Tau fluor cs | -7% | 3% | -8% | ? | -7% | -13% | -3% | -29%
HTT ATP protect | -1% | 4%[10 µM] | nt | nt | 1% | 2% | -1%[10 µM] | -7%[10 µM]
Tau fibril ThT | -10% | 4% | -2% | ? | -1% | -2% | 2% | ?

The last 3 compounds of the section above come first, to join the parts.
6. COc1ccc(N2C(=O)C(CC(=O)Nc3ccccc3)N(CCc3ccc(OC)c(OC)c3)C2=O)cc1 (centres undefined)
7. O=S(=O)(c1cccc(-c2nnc(-c3cccnc3)o2)c1)N1CCCCC1
8. O=C(CC1Sc2ccccc2NC1=O)OCc1cc(=O)oc2cc(O)ccc12 (centres undefined)
9. Cc1oc(-c2cc(F)ccc2F)nc1CN1CCN(C)C(=O)[C@@H]1C
10. CCc1nnc(NC(=O)Cn2nc(-c3ccc(OC)c(OC)c3)ccc2=O)s1
11. CC(=O)c1cnc2nc(C(F)(F)F)nn2c1C
12. c1ccc(Nc2cccc3c(Nc4ccccc4)cccc23)cc1
13. O=C(NNS(=O)(=O)c1ccc(F)cc1)c1cnn(-c2ccccc2)c1C(F)(F)F
14. O=C(NNS(=O)(=O)c1ccc2ccccc2c1)NC1CCCCC1
15. COc1ccc(C2CC(=O)N(Cc3ccccc3)c3c2c(C)nn3-c2nc(C)cc(C)n2)c(OC)c1 (centres undefined)
16. CN(Cc1ccccc1)C(=O)c1nc2ccccn2c1CNCCCOc1cccnc1

screen / no. | 6 | 7 | 8 | 9 | 10 | 11 | 12 | 13 | 14 | 15 | 16
RECQ1 inh | i | -4% | -7% | -13% | i | i | ? | 3% | -6% | nt | 3%
TRb SRC2 PPI | 8% | 1% | 8% | -2%[53 µM] | 2% | -1% | 9% | -1% | -8% | -6% | -1%
Tau FP inhib | -1% | -3% | -11% | -4% | -11% | -2% | 3% | 1% | -9% | 11% | -5%
L3MBTL1 inh | nt | 4% | ? | 2% | nt | nt | nt | -14% | 5% | nt | 2%
TexasRed fluor | -1% | 0% | 0% | 0%[53 µM] | 2% | 1% | 0% | -1% | 0% | 6% | -2%
Tau fluor cs | -13% | -3% | -29% | 0% | -11% | 6% | ? | -10% | -5% | 7% | -12%
HTT ATP protect | 2% | -1%[10 µM] | -7%[10 µM] | 10%[10 µM] | 4% | 1% | -1%[10 µM] | 5%[10 µM] | 9%[10 µM] | nt | 6%[10 µM]
Tau fibril ThT | -2% | 2% | ? | -3% | -26% | 11% | ? | -4% | -4% | 7% | -14%

One compound at a time, from the list above. Values in the order: RECQ1 inh	TRb SRC2 PPI	Tau FP inhib	L3MBTL1 inh	TexasRed fluor	Tau fluor cs	HTT ATP protect	Tau fibril ThT
COc1ccc(C2CC(=O)N(Cc3ccccc3)c3c2c(C)nn3-c2nc(C)cc(C)n2)c(OC)c1 (centres undefined) as listed: nt	-6%	11%	nt	6%	7%	nt	7%
CCc1nnc(NC(=O)Cn2nc(-c3ccc(OC)c(OC)c3)ccc2=O)s1 as listed: i	2%	-11%	nt	2%	-11%	4%	-26%
CN(Cc1ccccc1)C(=O)c1nc2ccccn2c1CNCCCOc1cccnc1 as listed: 3%	-1%	-5%	2%	-2%	-12%	6%[10 µM]	-14%

The list goes on:
17. CCOC(=O)CC1(c2ccccc2)CCOC(C)(C)C1 (centres undefined)
18. COc1ccc(C2C3=C(CCCC3=O)Nc3ccc4ncccc4c32)cc1OC (centres undefined)
19. CCCn1[nH]cc(SC)c(=O)c1=O
20. COc1ccc(/C=C(\C#N)c2nc(-c3cc(Cl)ccc3OC)cs2)cc1
21. Cc1cccc(OCC(=O)N/N=C/CC(C)c2ccccc2)c1C (centres undefined)
22. Cc1ccc2nc(N(Cc3cccnc3)C(=O)Cc3ccccc3)sc2c1
23. CSc1nc(N2CCOCC2)c2sccc2n1
24. COC(OC)c1ccnc(-c2ccc(OC(C)=O)cc2)n1

screen / no. | 17 | 18 | 19 | 20 | 21 | 22 | 23 | 24
RECQ1 inh | -14% | -2% | -3% | nt | -9% | nt | i | -1%
TRb SRC2 PPI | -1% | 10% | -4% | ? | 0% | -7% | 4% | 0%
Tau FP inhib | 2% | 4% | 3% | ? | 1% | 8% | 5% | 6%
L3MBTL1 inh | nt | nt | 0% | nt | 1% | nt | -1% | -4%
TexasRed fluor | -9% | -3% | 3% | ? | -2% | 2% | 1% | -1%
Tau fluor cs | -7% | -18% | 1% | -29% | -6% | -19% | -2% | -6%
HTT ATP protect | 12% | -51%[inhibitor] | -2% | nt | 5%[10 µM] | nt | -26%[1.9 µM] | -3%
Tau fibril ThT | -4% | ? | -1% | ? | -18% | -12% | -5% | -8%

25. C=CCn1nnnc1-c1cc(Cl)cc(Cl)c1
26. Cn1c(C(=O)NCCCN2CCOCC2)cc2c(=O)n(C)c3ccccc3c21
27. Fc1ccc(Nc2ccc3ccccc3n2)c(F)c1
28. COc1ccc2c(c1)[nH]c1c(=O)n(Cc3ccco3)cnc12
29. CCOC(=O)c1sc(NC(C)=O)c(C(=O)OCC)c1C
30. COCCN(C(=O)CCc1ccc(OC)cc1)c1nnc(-c2ccncc2)s1
31. COc1ccc(CNC(=O)C2CCN(c3nnc(C)c4c(C)n(-c5ccc(C)cc5)nc34)CC2)cc1
32. CCC(C)NC(=O)Cn1c(=O)n(CC2CCC(C(=O)NC)CC2)c(=O)c2sccc21 (centres undefined)

screen / no. | 25 | 26 | 27 | 28 | 29 | 30 | 31 | 32
RECQ1 inh | i | 1% | -20% | 0% | 4% | i | nt | nt
TRb SRC2 PPI | -1% | -10% | 2% | 3% | 7% | 3%[53 µM] | -8% | 4%
Tau FP inhib | -9% | 3% | 10% | -2% | 0% | 4% | -13% | 5%
L3MBTL1 inh | nt | nt | nt | 1% | nt | 5% | nt | nt
TexasRed fluor | 1% | -3% | -1% | -4% | 1% | -1%[53 µM] | 1% | -2%
Tau fluor cs | -8% | -3% | -21% | 0% | -4% | 7% | -7% | 16%
HTT ATP protect | -10% | -14% | -84%[inhibitor] | -10%[10 µM] | 10% | -4%[10 µM] | nt | nt
Tau fibril ThT | -7% | -13% | -5% | -5% | 2% | -5% | ? | 14%

33. CC(=O)NC1(c2ccccc2)CCN(Cc2nnnn2C(C)(C)C)CC1
34. COC(=O)c1cccc(NC(=O)CSc2nnc(COc3ccc(C#N)cc3)n2-c2ccccc2)c1
35. CCN1CCN(Cc2c(C)[nH]c3ccc(OC)cc3c2=O)CC1
36. COc1ccc(C(=O)NCC(C)(C)SCc2c(C)cc(C)cc2C)cc1
37. O=C(NCc1ccccc1)C(=O)NCC1OCCN1S(=O)(=O)c1ccc([N+](=O)[O-])cc1 (centres undefined)
38. CC(C)[C@H](NC(=O)c1ccco1)C(=O)NC12CC3CC(CC(C3)C1)C2
39. Cc1ccc(OCCCn2c(=O)sc3ccccc32)cc1
40. COc1ccccc1NC(=O)c1ccc(NC(=O)CN2C(=O)CN(C)C2=O)cc1
41. CC(=O)NNC(=O)c1cc2c3ccccc3n(C)c2s1

screen / no. | 33 | 34 | 35 | 36 | 37 | 38 | 39 | 40 | 41
RECQ1 inh | -1% | -9% | -2% | -2% | i | i | -15% | -4% | -10%
TRb SRC2 PPI | 8% | -5% | 0% | 10% | 1% | 1% | 0% | 3% | 3%
Tau FP inhib | -5% | -4% | -10% | 10% | 12% | 5% | 4% | -7% | -7%
L3MBTL1 inh | nt | 1% | nt | 7% | nt | 4% | 74%[activator] | nt | 6%
TexasRed fluor | -1% | -1% | 1% | 1% | 2% | 0% | -6% | -1% | -6%
Tau fluor cs | 0% | ? | -9% | -20% | -12% | -7% | -12% | -12% | -12%
HTT ATP protect | 9% | -4%[10 µM] | -4%[10 µM] | -54%[inhibitor] | -9% | -2%[10 µM] | -8% | -38%[inhibitor] | -12%
Tau fibril ThT | -4% | 0% | -4% | ? | -6% | -7% | -15% | ? | -12%

Values in list order from above.
Nos. 21–24 in Tau FP inhib, in turn: 1%, 8%, 5%, 6%

Just TexasRed fluor and Tau fibril ThT (two entries from above):
entry | Compound | TexasRed fluor | Tau fibril ThT
14 | O=C(NNS(=O)(=O)c1ccc2ccccc2c1)NC1CCCCC1 | 0% | -4%
12 | c1ccc(Nc2cccc3c(Nc4ccccc4)cccc23)cc1 | 0% | ?

Screening results deposited in PubChem by National Center for Advancing Translational Sciences (NCATS).
